Assay outcomes from PubChem.
Mito fusion act: qHTS Assay for Small Molecule Inhibitors of Mitochondrial Division or Activators of Mitochondrial Fusion. S. cerevisiae fusion-defective mutant growth rescue, CellTiterGlo 48 h. Potency, µM (highest dose often 46.1 µM), for inactives: at the highest dose growth rescue (activation), usual class: activators. 0.23% of 320,000 active;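 note: potency is the fitted concentration of half-maximal effect; % of control where 0% means no effect; nearly all actives have a fitted effect of over 45% in size; temperature-sensitive fusion mutants such as fzo1-1 at 37 °C on non-fermentable ethanol glycerol medium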
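Luminescent cell viability in 1536-well qHTS format served as the measure of rescued growth in ts fusion-mutant S. cerevisiae cultured on non-fermentable YPEG for 48 hours at 37C.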
TCR activator: Activators of T cell receptors: qHTS campaign. primary human leukocytes, anti-CD3, IL-2 HTRF, 48 h. Potency, µM (series often up to 9.22 µM), for the others: at the highest dose activation of IL-2 secretion, most hits filed as activators. 330,000 tested, under 10 active. AID 504894, 2011; note: % of control where 0% means no effect
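1) Mix primary human leukocytes, a-CD3 beads and compound. 2) Incubate 48 hr. 3) Add HTRF IL-2 reagents (a-IL-2-K, a-IL-2-d2).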
MBNL1 CUG block: qHTS Assay for Inhibitors of MBNL1-poly(CUG) RNA binding | TR-FRET MBNL1-His/biotin-(CUG)12 binding, 665/545 ratio | Potency, µM (highest dose often 57.5 µM), without a hit: at the highest dose activity change, negative = inhibition, usual class: inhibitors | 0.036% of 280,000 active; active = well fitted inhibition curve with a large enough effect in the signal ratio, with a control signal flat, not every such curve was filed as active; inconclusive = small, poorly fitted or top-dose-only effect, or effect the other way, or a change in a side signal; inactive = no such curve, though single readings can be large or run the other way; the % refers to the signal ratio; note: potency is the fitted concentration of half-maximal effect; % is set by controls: 0 for no effect and ±100 for the full control effect
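MBNL1-His + Biotin-(CUG)12, cpd titration 92 nM–58 uM; Tb anti-His Ab 0.055 ng/ul, SA-XL665 5 nM (final); 60 min RT; ratiometric 665/545 nm, Ex 340 nm; normalized to buffer and full-complex controls.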
TSHR antag: Antagonists of the Thyroid Stimulating Hormone Receptor: HTS campaign; Thyrotropin receptor (Homo sapiens), P16473; TSHR-expressing cells, TSH-stimulated cAMP HTRF, 2 h; stronger effect = lower value; activity change, negative = inhibition, % at 11.5 µM; 0.2% of 330,000 active; AID 504810, 2011;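 active = activity change below a set negative limit, meaning inhibition stronger than a set level, cut at about -70% in these data; inconclusive = activity change between two set negative limits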; note: % is set by controls: 0 for no effect and ±100 for the full control effect
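Antagonism was scored as loss of TSH-driven cAMP in TSHR cells, stimulated with 4nM TSH (EC80) for 2 hours at 37 deg C and detected by homogeneous HTRF competition immunoassay.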
a7 integrin act: qHTS for Activators of Integrin-Mediated Alleviation for Muscular Dystrophy | alpha7betagal myoblasts, beta-gal FDG fluorescence, 48 h | Potency, µM (doses to about 38.3 µM), for inactives: at the highest dose activation, hits mostly activators | 0.064% of 350,000 active | AID 624291, 2012;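 note: potency is the fitted concentration of half-maximal effect; 100% = response of the positive control SU9516; nearly all actives have a fitted effect of over 60% in size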
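alpha7betagal+/- myoblasts (passage 13, 250/well) treated 48 h at 37C with compounds at 1:260 dilution of DMSO stock. Lysed, then beta-galactosidase activity read as FDG fluorescence (ex 480/em 540) after 30 min, with pre-read for autofluorescence.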
Menin-MLL TR inh: qHTS Assay for Inhibitors Targeting the Menin-MLL Interaction in MLL Related Leukemias: Competition With Texas Red Labeled MLL-derived Mutant Peptide | Menin + Texas Red MLL mutant peptide, fluorescence polarization | 0.23% of 270,000 active | O00255 | Potency, µM (titrated, usually from 61.6 µM), for inactives: top-dose FP activity change, negative = inhibition, usual class: inhibitors; active = well fitted inhibition curve with a large enough effect in the polarisation, with a control signal flat, not every such curve was filed as active; inconclusive = small, poorly fitted or top-dose-only effect, or effect the other way, or a change in a side signal; inactive = no such curve, though single readings can be large or run the other way; the % refers to the polarisation; note: potency is the fitted concentration of half-maximal effect; % of control where 0% means no effect; many of its hits are not listed in these tables
MLL CXXC-DNA inh: qHTS Fluorescence Polarization Assay for Inhibitors of MLL CXXC domain - DNA interaction. MLL-CXXC / FITC-HOXA9 DNA fluorescence polarization. Potency, µM (titrated, usually from 115 µM), for the others: at the highest dose activity change, negative = inhibition, hits mostly inhibitors. Histone-lysine N-methyltransferase 2A (Homo sapiens), Q03164. 0.037% of 290,000 active; active = well fitted inhibition curve with a large enough effect in the polarisation, with a control signal flat, not every such curve was filed as active; inconclusive = small, poorly fitted or top-dose-only effect, or effect the other way, or a change in a side signal; inactive = no such curve, though single readings can be large or run the other way; the % refers to the polarisation; note: potency is the fitted concentration of half-maximal effect
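Fluorescence polarization: 7 uM MLL-CXXC (stock) preincubated 5 min with compounds, then 50 nM fluorescein-HOX-A9 DNA (stock) added; 30 min ambient. Buffer 50 mM Tris-HCl pH 7.5, 50 mM NaCl, 1 mM DTT, 0.05% BSA.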
ASM inhibitor: Inhibitors of Secretory Acid Sphingomyelinase (S-ASM): qHTS. AID 504937, 2011. placental ASM, HMU-PC fluorogenic substrate, 60 min. Potency, µM (top dose mostly 57.5 µM), inactives show at the top dose activity change, negative = inhibition, actives largely listed as inhibitors. 0.006% of 340,000 active; note: potency is the fitted concentration of half-maximal effect
Target sequence (P17405 47-631 limits assumed): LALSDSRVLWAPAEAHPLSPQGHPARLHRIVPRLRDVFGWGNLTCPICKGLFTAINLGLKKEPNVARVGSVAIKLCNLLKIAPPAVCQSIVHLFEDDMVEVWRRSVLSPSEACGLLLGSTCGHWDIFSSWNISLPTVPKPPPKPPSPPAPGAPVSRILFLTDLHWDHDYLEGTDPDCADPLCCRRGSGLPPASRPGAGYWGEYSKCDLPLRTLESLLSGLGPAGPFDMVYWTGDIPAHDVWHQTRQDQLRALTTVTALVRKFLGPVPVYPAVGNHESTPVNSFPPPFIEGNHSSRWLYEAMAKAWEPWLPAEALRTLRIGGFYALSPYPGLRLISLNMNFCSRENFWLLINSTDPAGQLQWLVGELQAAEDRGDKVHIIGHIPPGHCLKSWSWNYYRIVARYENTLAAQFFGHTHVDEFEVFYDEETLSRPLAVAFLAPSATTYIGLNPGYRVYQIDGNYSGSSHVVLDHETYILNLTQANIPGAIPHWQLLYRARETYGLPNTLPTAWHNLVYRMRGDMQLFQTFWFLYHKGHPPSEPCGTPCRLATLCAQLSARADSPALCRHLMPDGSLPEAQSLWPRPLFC
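qHTS format. ASM enzyme prepared from human placenta hydrolyses the fluorogenic substrate HMU-PC0 (9 uM final) over 60 min at 37 °C after a 10 min compound preincubation.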
PTAP TSG101 blk: qHTS Assay for Iinhibitors of HIV-1 Budding by Blocking the Interaction of PTAP/TSG101 | Fluorescence polarization, FITC-PTAP peptide / Tsg101 binding | 340,000 tested, under 10 active | Potency, µM (highest dose often 115 µM), for the others: top-dose activity change, negative = inhibition, most hits filed as inhibitors | Tumor susceptibility gene 101 protein (Homo sapiens), Q99816; active = well fitted inhibition curve with a large enough effect in the main read-out, with a control signal flat, not every such curve was filed as active; inconclusive = small, poorly fitted or top-dose-only effect, or effect the other way, or a change in a side signal; inactive = no such curve, though single readings can be large or run the other way; note: potency is the fitted concentration of half-maximal effect; % of control where 0% means no effect
Target sequence (Q99816 whole entry, looked up): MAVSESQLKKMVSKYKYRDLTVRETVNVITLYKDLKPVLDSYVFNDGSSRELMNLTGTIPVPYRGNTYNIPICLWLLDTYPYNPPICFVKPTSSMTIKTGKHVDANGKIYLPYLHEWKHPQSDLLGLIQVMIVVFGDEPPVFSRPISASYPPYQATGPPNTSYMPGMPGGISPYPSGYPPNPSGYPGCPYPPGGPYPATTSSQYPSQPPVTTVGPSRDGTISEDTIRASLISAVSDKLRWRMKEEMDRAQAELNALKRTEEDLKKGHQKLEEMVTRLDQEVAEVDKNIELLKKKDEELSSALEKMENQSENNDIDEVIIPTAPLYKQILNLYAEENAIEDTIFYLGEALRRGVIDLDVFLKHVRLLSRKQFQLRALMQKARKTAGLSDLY
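Tsg101 binding domain (10 uM final) was mixed with compound and a FITC-labeled PTAP peptide (50 nM final) in HEPES pH 7.5 buffer with NaCl, Tween 20, EDTA and TCEP; fluorescence polarization was read after 20 min at r.t.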
A-T KAP1 phos: qHTS Assay for Identifying a Potential Treatment of Ataxia-Telangiectasia; 0.19% of 320,000 active; […] A-T fibroblasts, KAP-1 phosphorylation AlphaLISA; neocarzinostatin DNA damage 30 min before lysis; Potency, µM (highest dose often 57.5 µM), inactives show top-dose activation, hits mostly activators; AID 485349, 2010; note: potency is the fitted concentration of half-maximal effect; % of control where 0% means no effect; nearly all actives have a fitted effect of over 45% in size
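hTERT-immortalized A-T patient fibroblasts ([…]), 500 cells/well in OPTI-MEM, 1% FBS, got compounds for 60 min, then NCS for 30 min at 37C. Lysates were then assayed for phospho-KAP-1 by AlphaLISA (anti-pKAP1 donor, anti-KAP1 acceptor beads), 6 hr at 25C.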
Starred values were filed as active, the others as inactive; u = inconclusive; x = no result given; [ ] = another dose, or the depositor's remark. Unless noted, calls come from the whole dose curve; as a rule, active = well fitted curve in the direction sought with a large enough effect; inconclusive = small, poorly fitted or top-dose-only effect, or another doubt; inactive = no such curve, though single readings can be large; an effect the other way counts as inactive or inconclusive.

Values run as follows: Mito fusion act	TCR activator	MBNL1 CUG block	TSHR antag	a7 integrin act	Menin-MLL TR inh	MLL CXXC-DNA inh	ASM inhibitor	PTAP TSG101 blk	A-T KAP1 phos
CCOc1cc(/C=N/NC(=O)C(=O)Nc2cc(Cl)ccc2C)ccc1O
    -1%	6%	-2%	-4	11%	-6%	-16%	-5%	3%	-6%
COC(=O)c1ccc(N2NC(=O)/C(=C/c3ccc(OC)c(OC)c3)C2=O)cc1
    -8%	x	-5%	-8	0%	18%	u	1%	-4%	x
CC(C)c1nnc(NC(=O)CCC(=O)Nc2ccc(F)cc2)s1
    0%	5%	-6%	6	11%	-8%	1%	2%	0%	-9%
Cn1cnnc1SCC(=O)N1CCC(Cc2ccccc2)CC1
    0%	-2%	-6%	-3	-3%	-1%	6%	-1%	-1%	1%
Cn1nnnc1SCC(=O)Nc1sccc1C(N)=O
    x	6%[46.1 µM]	x	-7	-9%	x	x	3%	-1%	7%
Cc1nn(Cc2ccc(C(=O)N3CCN(C(=O)c4ccco4)CC3)o2)c(C)c1[N+](=O)[O-]
    2%	3%	-3%	3	1%	x	-5%	-1%	-11%	13%
NC(=O)c1ccsc1NC(=O)CCS(=O)(=O)c1ccc(F)cc1
    0%	3%	x	-7	-46%[inhibitor]	x	x	2%	2%	2%
CCOC(=O)N1CCN(C(=O)c2c(Cl)cnn2C)CC1
    1%	3%	-1%	5	2%	x	u	1%	-3%	-5%
COC(=O)c1cc(-c2ccc(Br)cc2)c2c(=O)[nH]c(=O)n(C)c2n1
    1%	-3%	6%	-6	28%	0%	u	13%	-1%	-14%
O=C1N/C(=C/c2ccc(Br)cc2)C(O)=C1C=NCc1ccccc1
    1%	-7%[46.1 µM]	x	-8	-2%	u	10%	-3%	-1%	0%
CCOc1ccccc1N(CC(=O)NCCSCc1ccco1)S(=O)(=O)c1ccccc1
    -8%	-5%	-3%	-15	22%	1%	6%	-1%	-5%	1%
O=C(NCCc1cn2ccccc2n1)c1ccccc1F
    -3%	2%	-16%	8	19%	-6%	12%	1%	-7%	3%
O=C(COc1ccc(Cl)cc1)Nc1nc(-c2ccncc2)cs1
    5%	0%	1%	-16	-10%	x	17%	-1%	1%	3%
CC(=O)CCc1ccc(OC(=O)c2cccnc2)cc1
    -2%	0%[46.1 µM]	0%	-9	8%	1%	22%	-2%	-4%	-1%
CCOC(=O)NC(=O)CSc1nc(C)cc(C(F)(F)F)c1C#N
    -3%	-6%	2%	-4	0%	-4%	26%	-1%	-5%	1%
Cc1ccc(N(CC(=O)Nc2ccc3c(c2)OCCO3)S(C)(=O)=O)cc1
    11%	1%	u	-1	1%	-13%	6%	-2%	-4%	9%
CC(=O)NS(=O)(=O)c1ccc(NC(=S)NC(=O)c2ccco2)cc1
    -2%	5%	-2%	5	-3%	-30%	-6%	3%	-7%	4%
Cn1c(C2CCCCC2)nc2c1c(=O)[nH]c(=O)n2Cc1ccccc1
    -1%	6%	2%	11	7%	-19%	u	6%	3%	2%
O=C(Nc1ccc(Nc2ccccc2)cc1)c1c(Cl)cccc1Cl
    x	-5%	x	x	6%	x	x	-8%	1%	x
CSc1ncc(Cl)c(C(=O)Nc2cc(C)ccc2C)n1
    7%	5%	-11%	-3	10%	-1%	6%	7%	-1%	25%
CNS(=O)(=O)c1cccc2nsnc12
    -3%	0%[46.1 µM]	u	0	1%	9%	12%	4%	-1%	1%
Cc1ccc(NS(=O)(=O)c2cc(C(=O)NCCCN(C)C)ccc2Cl)cc1Cl
    1%	3%	x	-6	-4%	x	x	x	-3%	3%
Cc1ccc(CN2CCC(n3nccc3NC(=O)C3CCOC3)CC2)cc1C (stereo not drawn)
    1%	7%	-2%	-3	6%	x	2%	-5%	0%	-4%
O=C(CC1SC(=Nc2ccccc2)N(Cc2ccccn2)C1=O)Nc1cccc(Cl)c1 (stereo not drawn)
    22%	3%[46.1 µM]	-2%	5	-52%[inhibitor]	u	8%	u	-10%	2%
C=CCn1c(=O)/c(=C/c2ccsc2)s/c1=C(\C#N)C(=O)NCCN1CCOCC1
    x	-7%	x	x	0%	x	x	25%	u	x
CCC(=O)N(Cc1cc2cccc(C)c2[nH]c1=O)c1ccccc1OC
    -1%	1%	3%	2	31%	0%	16%	-2%	-3%	3%
CC(C)[C@H](NC(=O)c1ccc([N+](=O)[O-])cc1Cl)C(=O)N1CCN(C/C=C/c2ccccc2)CC1
    x	-8%	x	-8	-23%	x	x	-4%	-6%	3%
COc1ccccc1N1C(=O)CC(N2CCc3ccccc32)C1=O (stereo not drawn)
    16%	1%	u	39	0%	7%	-4%	-3%	-7%	0%
O=C(O)c1cc(-c2ccccc2Cl)n(-c2cccc(Cl)c2)n1
    6%	11%	-7%	-3	u	13%	-14%	4%	-6%	-11%
Cc1ccc(C(=O)c2c(NC(=O)c3ccccc3C)sc(C)c2C)cc1
    u	0%	1%	-7	22%	-21%	6%	-5%	-2%	-3%
Nc1ncnc2c1ncn2C1CCC(CO)C(O)C1 (stereo not drawn)
    0%	x	-7%	1	16%	1%	0%	2%	-7%	1%
O=C(NNc1cccc(Cl)n1)c1c(Cl)cccc1Cl
    -1%	-27%	2%	10	10%	-8%	1%	0%	-5%	1%
CCn1ccc(C(=O)NCCCN2CCCC2=O)n1
    2%	-5%	0%	3	-22%	x	-12%	2%	-8%	11%
COc1ccccc1Oc1ccc(S(=O)(=O)N2CCCCC2C)cc1 (stereo not drawn)
    -3%	4%	1%	-21	24%	-4%	-1%	-1%	-5%	16%
CCc1ccc(NC(=O)CN(c2ccccc2)S(=O)(=O)N(C)C)cc1
    5%	x	-5%	1	3%	u	5%	-4%	0%	1%
COC(=O)C1=C(C)N(CCc2c[nH]c3ccccc23)C(=O)/C1=C\N(C)C
    1%	11%	2%	-6	-3%	22%	16%	-2%	-6%	0%
COCCNC(=O)/C(C#N)=C1\N=C(NC(=O)c2cccs2)c2ccccc21
    -6%	-3%	u	-8	u	u	8%	-2%	-1%	0%
c1ccc2cc(OCc3nc4ccccc4[nH]3)ccc2c1
    21%	6%[46.1 µM]	0%	-20	15%	43%[activator]	-4%	-7%	-3%	x
O=C(NN1C(=O)NC2(CCCCC2)C1=O)c1cc(F)cc(F)c1
    -6%	-1%	x	8	1%	x	x	2%	-5%	7%
Cc1cc(C)cc(-n2ccn(CC(=O)NCCc3ccccc3)c(=O)c2=O)c1
    16%	5%	-1%	-16	u	-16%	-9%	0%	-6%	2%
Cc1csc(NC(=O)c2ccc(OCC3CCCO3)cc2)n1 (stereo not drawn)
    15%	-1%	3%	-11	9%	2%	5%	-1%	-4%	-2%
COc1cccc(-c2nn(-c3ccccc3)cc2CNC(C)Cn2cncn2)c1 (stereo not drawn)
    7%	3%	1%	8	-7%	3%	17%	-1%	-1%	-2%
O=C1Nc2ccccc2C1C(C[N+](=O)[O-])c1ccccn1 (stereo not drawn)
    -6%	-1%	18%	-2	-33%	2%	u	-1%	-6%	-7%
CC(C)(C)c1ccc(OCC(O)CN2CCc3ccccc3C2)cc1 (stereo not drawn)
    x	-1%	x	x	-58%[inhibitor]	x	x	3%	0%	x

Some of the compounds tested; count on the stated rates, not on these rows.
